Compound activity from PubChem.
sPLA2-III inh – Inhibits HGIII-sPLA2 liposome hydrolysis, primary screen | 370,000 compounds, 0.56% hits | QFRET BODIPY PC-A2 liposome hydrolysis, fluorescence | inhibition, % at 12.2 µM | Q9NZ20;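 active means inhibition above mean plus 3 SD of compounds lying within the high and low control bounds, cut at about 19% in these data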;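 further: 0% = median of test compound wells and 100% = no enzyme DMSO wells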
KLK7 zymogen act – proKLK7 (human) activation, primary screen; P49862; purified proKLK7, EDANS-DABCYL substrate fluorescence; 100% is mature enzyme control, 0% vehicle; activation, % at 7 µM; 370,000 compounds, 0.9% hits;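 active means activation above the mean of all tested compounds plus 3 SD, computed per campaign excluding outliers beyond control limits, cut at about 13% in these data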
Target sequence (P49862 whole entry, looked up): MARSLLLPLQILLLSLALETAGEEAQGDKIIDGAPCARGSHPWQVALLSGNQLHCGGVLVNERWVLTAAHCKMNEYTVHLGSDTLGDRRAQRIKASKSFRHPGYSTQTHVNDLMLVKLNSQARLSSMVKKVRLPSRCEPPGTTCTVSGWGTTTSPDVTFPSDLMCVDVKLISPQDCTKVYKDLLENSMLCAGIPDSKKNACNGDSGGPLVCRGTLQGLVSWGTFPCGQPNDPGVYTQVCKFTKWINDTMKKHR
ssDAF-12 act – activators of S. stercoralis DAF-12 nuclear receptor. activation, % at 6.8 µM. AID 652126. HEK293 ssDAF-12/GRIP1 lit1-tk-luc reporter, luminescence; % of 3 µM dafachronic acid response. 370,000 compounds, 1% hits;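 active means activation above the mean over all tested compounds plus 3 SD, cut at about 0.9% in these data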;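 further: 0% = DMSO-only wells and 100% = 3 µM delta7-dafachronic acid wells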
SMARCA2 act – activators of SMARCA2 function; activation, % at 9.1 µM; MG213 cells, MMTV-luciferase reporter, dexamethasone, overnight; 370,000 compounds, 1% hits; in the data active means activation above about 7.8%;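 further: 0% = vehicle wells and 100% = reference activator wells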
GC-B act – GC-B (human) receptor activation; P20594; HEK293-GC-B cells, CNP EC30, cGMP TR-FRET; 0% at EC30 CNP, 100% saturating CNP; activation, % at 10 µM; 370,000 compounds, 0.11% hits;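 active means activation at 10 µM reaching about 35% in either raw or pattern-adjusted values, limit read from the data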
hcDAF12 agonist – H. contortus DAF-12 activation, primary screen. HEK293 hcDAF-12 lit1-tk-luc reporter, luminescence; 0% DMSO, 100% Δ7-dafachronic acid. activation, % at 6.8 µM. 370,000 compounds, 1.4% hits;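 active means activation above the mean of all tested compounds plus 3 SD, cut at about 5.5% in these data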;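 further: 100% = response to 3 µM Δ7-dafachronic acid high control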
FXN GAA850 act – increases GAA850 frataxin promoter reporter activity | HEK293 lucGAA850 FXN promoter luciferase reporter, 24 h; percent of 10 µM SAHA response | activation, % at 6 µM | 360,000 compounds, 0.56% hits;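 active means activation above the average of all compounds screened plus 3 SD, cutoff fixed separately per campaign, cut at about 7.5% in these data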;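 further: 0% = DMSO wells and 100% = 10 µM SAHA wells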
DAX1 inh-1 – NR0B1 (DAX1) inhibition; 340,000 compounds, 0.99% hits; inhibition, % at 6.75 µM; AID 504766; HEK293 Gal4-DAX1 luciferase reporter, luminescence;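 active means inhibition above the mean over all tested compounds plus 3 SD, cut at about 4.2% in these data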;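 further: 0% = DAX1-transfected cells with DMSO and 100% = empty-vector control cells with DMSO; inhibition shows as a rise in luminescence from relieved DAX1 repression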
Target sequence (P51843 207-470 limits assumed): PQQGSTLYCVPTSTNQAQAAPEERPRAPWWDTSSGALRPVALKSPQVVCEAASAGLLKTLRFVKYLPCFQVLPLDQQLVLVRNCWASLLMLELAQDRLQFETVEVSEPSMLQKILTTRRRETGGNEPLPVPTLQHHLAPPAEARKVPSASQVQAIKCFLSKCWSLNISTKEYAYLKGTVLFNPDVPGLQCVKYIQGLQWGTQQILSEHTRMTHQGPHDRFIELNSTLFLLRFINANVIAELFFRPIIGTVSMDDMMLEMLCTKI
DAX1 inh-2 – inhibitors of DAX1 repression of SF-1 activated StAR promoter; HEK293T StAR-luciferase reporter, SF-1/DAX-1 repression relief; inhibition, % at 6.8 µM; 370,000 compounds, 1.1% hits; AID 652010;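 active means inhibition above the mean over all tested compounds plus 3 SD, cut at about 3.6% in these data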;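 further: 0% = DAX-1 cells with DMSO and 100% = cells lacking DAX-1 with DMSO; higher inhibition means more luminescence from relief of DAX-1 repression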
NPR1 activator – GC-A (human) enzyme activation; 370,000 compounds, 0.14% hits; activation, % at 10 µM; HEK293 GC-A cells, cGMP TR-FRET, EC30 ANP; 0% at EC30 ANP, 100% saturating ANP; AID 1671463; P16066; in the data active means activation above about 40%
hgDAF-12 ag – activates the H. glycines DAF-12 receptor ligand-binding domain; AID 687014; 370,000 compounds, 1.8% hits; HEK293 GAL4-hgDAF12 UAS-luciferase reporter, agonist luminescence; normalized to butyrate control; activation, % at 6.8 µM;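 active means activation above a cutoff set at the mean of all screened compounds plus 3 SD, cut at about 10% in these data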;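 further: 0% = DMSO wells and 100% = sodium butyrate wells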
* marks the source's active call; other numbers are inactive results.

Codes – A = sPLA2-III inh; B = KLK7 zymogen act; C = ssDAF-12 act; D = SMARCA2 act; E = GC-B act; F = hcDAF12 agonist; G = FXN GAA850 act; H = DAX1 inh-1; I = DAX1 inh-2; J = NPR1 activator; K = hgDAF-12 ag
structure: CCOc1ccc(NC(=O)Cc2nnc(SCC(=O)N3CCOCC3)n2C)cc1
  A: 6.2 | B: -0.2 | C: -0.7 | D: -2.5 | E: -3.3 | F: -1.2 | G: 0.0 | H: 1.2 | I: -1.1 | J: -2.5 | K: -1.4
structure: COc1ccc(C(=O)NCCNC(=O)c2ccccn2)cc1
  A: 2.8 | B: 0.1 | C: -0.6 | D: -0.9 | E: 3.3 | F: -2.7 | G: -0.1 | H: 0.5 | I: -0.4 | J: -3.5 | K: 0.1
structure: O=C(CCc1nc(-c2ccccc2)no1)Nc1cc(C(F)(F)F)ccc1Cl
  A: 2.4 | B: -0.1 | C: 0.6 | D: -2.7 | E: -7.6 | F: 2.1 | G: -4.3 | H: -0.2 | I: 0.0 | J: -6.6 | K: 2.0
structure: Cc1ccc(CNC(=O)CN(C)C2=NS(=O)(=O)c3ccccc32)cc1
  A: 1.1 | B: -0.3 | C: -1.0 | D: -1.7 | E: -3.3 | F: -1.6 | G: 2.1 | H: -1.6 | I: -2.8 | J: -2.5 | K: -1.4
structure: COc1cc(/C=C2/SC(=S)N(Cc3ccccc3)C2=O)cc(Cl)c1O
  A: -8.1 | B: 0.0 | C: -1.0 | D: -1.2 | E: 0.7 | F: -0.3 | G: -0.7 | H: 1.2 | I: 0.1 | J: 11.9 | K: 1.8
structure: CCOc1ccc(S(=O)(=O)Nc2cc(S(=O)(=O)N(CC)CC)ccc2N2CCCC2)cc1
  A: -9.9 | B: 0.3 | C: -1.8 | D: -3.7 | E: -1.2 | F: -1.3 | G: 1.7 | H: 0.2 | I: -0.5 | J: 1.0 | K: -3.1
structure: CN(C)CCN(C(=O)C1=COCCO1)c1nc2ccc(F)cc2s1
  A: 2.8 | B: -0.2 | C: -0.5 | D: 2.9 | E: -0.3 | F: 1.8 | G: 1.6 | H: 1.3 | I: 2.8 | J: -3.0 | K: 5.1
structure: O=C(c1ccc(CS(=O)(=O)c2ccccc2)o1)N1CCOCC1
  A: 9.1 | B: -0.3 | C: -0.4 | D: -1.6 | E: -11.0 | F: -0.7 | G: -1.4 | H: 5.6* | I: 0.9 | J: -0.1 | K: 3.5
structure: Nc1nc(F)cc(N2CCCCCC2)n1
  A: -1.1 | B: 0.3 | C: -1.9 | D: -2.6 | E: -0.2 | F: -0.8 | G: -0.3 | H: -0.3 | I: 0.7 | J: 0.2 | K: 1.8
structure: CCOc1ccc(-n2nc3ccc(NC(=O)CC)cc3n2)cc1
  A: -0.9 | B: -22.6 | C: -1.6 | D: -1.1 | E: 1.3 | F: -1.2 | G: 1.3 | H: -1.4 | I: -0.1 | J: 12.8 | K: 3.2
structure: CN(C)c1ccc(C=C2C=C(c3ccccc3)OC2=O)cc1
  A: 7.5 | B: 1.4 | C: -1.3 | D: -1.7 | E: 0.0 | F: 0.3 | G: -1.0 | H: 0.8 | I: -1.0 | J: -0.2 | K: 3.6
structure: O=C(COc1cccc(C(F)(F)F)c1)NCC(c1ccco1)N1CCCC1 (configuration not stated)
  A: -0.2 | B: 0.2 | C: -0.9 | D: -0.6 | E: 2.8 | F: -0.9 | G: 1.5 | H: -0.1 | I: 1.9 | J: 1.4 | K: 0.6
structure: CC(C)(C)c1cc(C(=O)N/N=C/c2ccc([N+](=O)[O-])s2)n[nH]1
  A: 10.6 | B: 0.2 | C: -2.9 | D: -8.6 | E: 3.2 | F: -1.0 | G: -0.1 | H: -3.3 | I: -1.4 | J: -11.8 | K: -10.8
structure: COc1ccc(/C=C/C(=O)C2CC2)cc1COc1cccc(C)c1C
  A: 6.3 | B: -9.3 | C: -1.2 | D: -4.7 | E: 0.2 | F: -1.5 | G: -2.2 | H: -0.1 | I: -0.9 | J: -9.3 | K: 0.6
structure: Cc1cccc(NC(=O)c2ccc3c(c2)CCN3S(C)(=O)=O)c1C
  A: 9.5 | B: 0.6 | C: -1.9 | D: -2.0 | E: 1.1 | F: -0.3 | G: 2.1 | H: 1.2 | I: 0.1 | J: -0.2 | K: -0.6
structure: Cc1ccccc1-c1cc(C(=O)Nc2nc3c(s2)CCCC3)c2ccccc2n1
  A: -5.1 | B: -3.7 | C: -0.4 | D: -2.9 | E: -6.1 | F: 3.0 | G: -0.1 | H: -1.0 | I: -1.0 | J: -0.8 | K: -1.2
structure: CCN(CC)P(=O)(C(NC(=O)OC)C(F)(F)C(F)(F)C(F)(F)C(F)F)N(CC)CC (configuration not stated)
  A: 5.5 | B: -0.2 | C: -1.4 | D: -0.8 | E: -0.2 | F: -1.7 | G: 0.8 | H: 1.1 | I: -0.3 | J: -0.1 | K: -2.1
structure: COc1ccc(-c2ccc3[nH]c4c(c3c2)CCN2C(=O)[C@@H]([C@H](C)O)[C@@H](N(C)C(=O)Nc3ccc(F)cc3)C[C@@H]42)cc1
  A: -10.2 | B: 1.6 | C: -1.5 | D: -8.3 | E: -2.4 | F: -1.2 | G: 0.7 | H: -0.4 | I: -2.5 | J: 0.6 | K: 1.9
structure: CCOc1cccc(C2C(C(=O)c3ccco3)=C(O)C(=O)N2Cc2ccncc2)c1 (configuration not stated)
  A: -0.9 | B: 0.7 | C: -0.9 | D: -0.9 | E: -0.9 | F: 1.4 | G: -0.3 | H: -0.4 | I: 1.2 | J: 3.2 | K: 2.0
structure: O=C1CC(c2ccccc2)NN1 (configuration not stated)
  A: -24.6 | B: 0.7 | C: -0.9 | D: -0.5 | E: -0.3 | F: -1.0 | G: -1.9 | H: -1.5 | I: -0.5 | J: -0.8 | K: -1.9
structure: O=C(CSc1ccccc1)Nc1nnc(/C=C/c2ccccc2)s1
  A: 1.7 | B: -0.3 | C: -1.5 | D: -0.7 | E: -5.8 | F: 1.2 | G: 4.1 | H: 0.9 | I: 0.3 | J: -4.4 | K: 0.1
structure: CN(C(=O)CSc1nc(O)cc(=O)n1-c1ccccc1F)c1ccccc1
  A: -11.4 | B: 0.0 | C: -0.8 | D: 1.5 | E: 4.2 | F: 0.7 | G: 1.2 | H: -0.5 | I: 1.9 | J: 0.6 | K: 1.3

Not a retest: entries from further up.
Codes – A = sPLA2-III inh; B = KLK7 zymogen act; C = ssDAF-12 act; D = SMARCA2 act; E = GC-B act; F = hcDAF12 agonist; G = FXN GAA850 act; H = DAX1 inh-1; I = DAX1 inh-2; J = NPR1 activator; K = hgDAF-12 ag
structure: Cc1cccc(NC(=O)c2ccc3c(c2)CCN3S(C)(=O)=O)c1C
  A: 9.5 | B: 0.6 | C: -1.9 | D: -2.0 | E: 1.1 | F: -0.3 | G: 2.1 | H: 1.2 | I: 0.1 | J: -0.2 | K: -0.6
structure: Cc1ccccc1-c1cc(C(=O)Nc2nc3c(s2)CCCC3)c2ccccc2n1
  A: -5.1 | B: -3.7 | C: -0.4 | D: -2.9 | E: -6.1 | F: 3.0 | G: -0.1 | H: -1.0 | I: -1.0 | J: -0.8 | K: -1.2
structure: CCN(CC)P(=O)(C(NC(=O)OC)C(F)(F)C(F)(F)C(F)(F)C(F)F)N(CC)CC (configuration not stated)
  A: 5.5 | B: -0.2 | C: -1.4 | D: -0.8 | E: -0.2 | F: -1.7 | G: 0.8 | H: 1.1 | I: -0.3 | J: -0.1 | K: -2.1
structure: COc1ccc(-c2ccc3[nH]c4c(c3c2)CCN2C(=O)[C@@H]([C@H](C)O)[C@@H](N(C)C(=O)Nc3ccc(F)cc3)C[C@@H]42)cc1
  A: -10.2 | B: 1.6 | C: -1.5 | D: -8.3 | E: -2.4 | F: -1.2 | G: 0.7 | H: -0.4 | I: -2.5 | J: 0.6 | K: 1.9
structure: CCOc1cccc(C2C(C(=O)c3ccco3)=C(O)C(=O)N2Cc2ccncc2)c1 (configuration not stated)
  A: -0.9 | B: 0.7 | C: -0.9 | D: -0.9 | E: -0.9 | F: 1.4 | G: -0.3 | H: -0.4 | I: 1.2 | J: 3.2 | K: 2.0
structure: O=C1CC(c2ccccc2)NN1 (configuration not stated)
  A: -24.6 | B: 0.7 | C: -0.9 | D: -0.5 | E: -0.3 | F: -1.0 | G: -1.9 | H: -1.5 | I: -0.5 | J: -0.8 | K: -1.9
structure: O=C(CSc1ccccc1)Nc1nnc(/C=C/c2ccccc2)s1
  A: 1.7 | B: -0.3 | C: -1.5 | D: -0.7 | E: -5.8 | F: 1.2 | G: 4.1 | H: 0.9 | I: 0.3 | J: -4.4 | K: 0.1
structure: CN(C(=O)CSc1nc(O)cc(=O)n1-c1ccccc1F)c1ccccc1
  A: -11.4 | B: 0.0 | C: -0.8 | D: 1.5 | E: 4.2 | F: 0.7 | G: 1.2 | H: -0.5 | I: 1.9 | J: 0.6 | K: 1.3
